# IMPase inh: IMPase inhibition in cells. P97697. CHO-M1 cells, IP1 accumulation, HTRF TR-FRET ratio. inhibition (IP1 accumulation), % at 46.1 µM. 120,000 tested, under 10 active; active means well fitted curve in the direction sought with a large enough effect in the signal ratio, not every such curve was filed as active; inconclusive means small, poorly fitted or top-dose-only effect, or a change in a side signal; inactive means no such curve, though single readings can be large or run the other way; the % refers to the signal ratio;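 further: cells stimulated with carbachol in lithium chloride buffer; plate controls were DMSO basal wells for no effect and reference inhibitor wells for full effect; higher means more IMPase inhibition seen as more IP1 and lower FRET ratio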
# Target sequence (P97697 whole entry, looked up): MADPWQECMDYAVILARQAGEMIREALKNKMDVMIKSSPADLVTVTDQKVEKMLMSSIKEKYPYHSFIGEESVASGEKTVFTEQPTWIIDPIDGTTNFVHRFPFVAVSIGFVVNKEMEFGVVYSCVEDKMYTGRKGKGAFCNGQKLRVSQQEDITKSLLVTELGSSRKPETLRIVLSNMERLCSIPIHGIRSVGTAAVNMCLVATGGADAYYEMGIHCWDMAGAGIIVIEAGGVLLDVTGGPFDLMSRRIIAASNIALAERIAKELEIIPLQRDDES
#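 In this qHTS, compounds (final up to 46 uM) act on CHO-M1 cells that are then activated through the M1 receptor with carbachol, in pH 7.4 buffer containing 50 mM LiCl, for 30 min. IP1 accumulation is quantified by the IP-One immunoassay.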
# 15-hLO-2 inh: inhibitors of human 15-lipoxygenase 2 (ALOX15B); purified 15hLO-2, xylenol orange hydroperoxide absorbance; Potency, µM (titrated, usually from 57.1 µM), without a hit: at the highest dose activity change, negative = inhibition, actives largely listed as inhibitors; actives 0.56% (n = 110,000); further: potency means the concentration at half of the fitted maximal effect; nearly all actives have a fitted effect of over 60% in size; many of its hits are not listed in these tables
# Target sequence (O15296 whole entry, looked up): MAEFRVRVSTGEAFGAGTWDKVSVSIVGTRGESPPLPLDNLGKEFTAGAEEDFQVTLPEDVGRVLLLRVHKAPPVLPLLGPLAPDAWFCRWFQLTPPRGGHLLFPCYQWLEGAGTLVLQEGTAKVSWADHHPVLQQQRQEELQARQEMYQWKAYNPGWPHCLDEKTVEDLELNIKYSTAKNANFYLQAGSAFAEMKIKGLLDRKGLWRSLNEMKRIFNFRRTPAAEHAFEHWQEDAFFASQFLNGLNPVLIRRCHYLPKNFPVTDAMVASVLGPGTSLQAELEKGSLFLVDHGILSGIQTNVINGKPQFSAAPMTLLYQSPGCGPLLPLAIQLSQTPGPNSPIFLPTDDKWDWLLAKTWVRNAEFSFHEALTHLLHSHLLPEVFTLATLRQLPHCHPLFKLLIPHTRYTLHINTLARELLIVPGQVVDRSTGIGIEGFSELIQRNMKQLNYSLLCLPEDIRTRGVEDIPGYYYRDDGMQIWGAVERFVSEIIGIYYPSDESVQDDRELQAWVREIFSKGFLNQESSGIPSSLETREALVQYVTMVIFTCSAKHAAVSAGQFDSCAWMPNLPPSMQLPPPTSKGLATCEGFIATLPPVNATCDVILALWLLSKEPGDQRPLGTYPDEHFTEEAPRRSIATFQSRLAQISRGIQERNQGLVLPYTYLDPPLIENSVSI
#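 Screening format was qHTS against 50 nM purified 15hLO-2 in Hepes pH 7.5 with detergent. Activity follows hydroperoxide formation from 45 uM arachidonic acid, measured as 573:405 nm absorbance ratio of the ferric-xylenol orange complex.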
# ALOX12 inhib: inhibitors of human 12-lipoxygenase (ALOX12); P18054; purified 12-hLO, xylenol orange hydroperoxide absorbance; Potency, µM (doses to about 57.1 µM), inactives show top-dose activity change, negative = inhibition, most hits filed as inhibitors; actives 0.12% (n = 150,000); further: potency means the concentration at half of the fitted maximal effect; nearly all actives have a fitted effect of over 55% in size; many of its hits are not listed in these tables
#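 Purified human 12hLO (150 nM), preincubated 15 min with compound, then 40 uM arachidonic acid for 30 min, room temperature, Hepes pH 7.0 with 0.01% Triton X-100. Hydroperoxide detected by ferrous iron/xylenol orange; 573/405 nm absorbance ratio gives reaction progress.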
# PNC inhibitor: inhibitors of perinucleolar compartment assembly; PC3M PTB-GFP, PNC prevalence imaging, 16 h; active compounds read low; activity change (PNC), negative = inhibition, % at 10 µM; actives 3.1% (n = 140,000); AID 2417;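 active means readout at or below -70, meaning at least 70% loss of cells showing the perinucleolar compartment, a nuclear body marking cancer cells; inconclusive means readout between -30 and a set limit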;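 further: plate controls were DMSO wells for no effect and camptothecin positive control wells for full effect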
#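 PC3M cells stably expressing PTB-GFP, 750–1000 cells/well, treated 16 h at 37 °C with compound (23 nl of library stock), in duplicate. After paraformaldehyde fixation and Hoechst stain, imaged at 20x; PNC prevalence scored by image analysis.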
# * = called active by the depositor; u = inconclusive; x = no result given; & = joins results of further samples; [ ] = dose if it differs, or a comment. Unless noted, the call rests on the fitted dose curve; in most records, active means well fitted curve in the direction sought with a large enough effect; inconclusive means small, poorly fitted or top-dose-only effect, or another doubt; inactive means no such curve, though single readings can be large; an effect the other way counts as inactive or inconclusive. Unless noted, on the % scale 0 is the no-effect control and ±100 the full control effect. This is a subset, so the mix of outcomes need not match the whole.
SMILES,IMPase inh,15-hLO-2 inh,ALOX12 inhib,PNC inhibitor
CC(C)Cn1c(O)c(/C=C2\C=NN=C2c2ccccc2)sc1=S,x,x,-2%,u
Cc1ccc2oc(-c3cccc(NC(=O)c4cc(-n5cnnc5)ccc4Cl)c3)nc2c1,u,x,6%,36
CC(O)(CS(=O)(=O)Cc1ccccc1)C(=O)Nc1cccc(C(F)(F)F)c1 (configuration not stated),1,-2%,-5%,44
CCOc1ccccc1OC(=O)c1ccco1,9,3%,-8%,-2
CCOc1nc(N=C(N)N)nc2c(C)cccc12,15,31%[activator],1%,u
COc1ccc2c(c1)C1(C)CC(C)(C)N2C(=O)N1c1ccccc1 (configuration not stated),0,u,-11%,8
OCCNCc1cc(Br)ccc1OCc1ccc(Cl)cc1Cl,9,x,-5%,5
COc1ccc(C(=O)NCCSC2CCCCC2)cc1,x,x,1%,5
CCCCCCn1c(COc2ccccc2F)nnc1SCC(=O)c1c(N)n(C)c(=O)n(C)c1=O,x,x,-4%,u
O=C(CCN1C(=O)C2C3C=CC(C3)C2C1=O)N1CCN(c2cccc(Cl)c2)CC1 (configuration not stated),-1,-6%,-2%,13
Cc1ccc(NC(=O)/C(=C\c2cccc(Br)c2)NC(=O)c2ccco2)cc1,-5,-23%,-8%,-11
Cc1cccc(NC(=O)Cn2cnc3c(oc4nc5c(cc43)COC(C)(C)C5)c2=O)c1,6,x,-1%,17
O=C(Nc1ccc2c(c1)OCCO2)c1cccc(S(=O)(=O)N2CCOCC2)c1,2,4%,-3%,27
Cc1cccc(-n2nnc3cnn(C)c3c2=O)c1,2,-3%,0%,-12
COC(=O)CSc1nnc(Cc2cc(=O)[nH]c(=O)[nH]2)n1-c1cccc(OC)c1,-11,-3%,-1%,-12
N[C@@H](Cn1cc(F)c(=O)[nH]c1=O)C(=O)O,-2,16%,-3%,x
Cc1ccc(-n2c(SCC(=O)Nc3cc(C)on3)nc3c([nH]c4ccccc43)c2=O)cc1,-5,-5%,-10%,-25
CC(=O)C1=C(c2ccccc2)NC(=O)NC1c1ccccc1OCC#N (configuration not stated),14,-2%,2%,-10
O=C(Nc1ccccc1)c1ccc(NCCc2ccccc2)c([N+](=O)[O-])c1,-5,x,-6%,u
COc1ccc(OC)c(/C=N/NC(=O)CC2C(=O)NN=C2C)c1 (configuration not stated),-5,8%,-7%,2

# An excerpt of the results above, for reference:
SMILES,IMPase inh,15-hLO-2 inh,ALOX12 inhib,PNC inhibitor
COc1ccc2c(c1)C1(C)CC(C)(C)N2C(=O)N1c1ccccc1 (configuration not stated),0,u,-11%,8
OCCNCc1cc(Br)ccc1OCc1ccc(Cl)cc1Cl,9,x,-5%,5

# The results go on:
SMILES,IMPase inh,15-hLO-2 inh,ALOX12 inhib,PNC inhibitor
Cc1cc(C)c(S(=O)(=O)N(CC(=O)N2CCOCC2)C2CCCCC2)c(C)c1,3,-7%,-7%,29
O=C(Nc1nncs1)c1cccc(S(=O)(=O)N2CCCC2)c1,0,1%,-7%,u
CCOC(=O)N1CCN(C(=O)C2CCC(CNS(=O)(=O)c3ccccc3)CC2)CC1 (configuration not stated),-1,-3%,4%,-28
CCC(=O)Nc1ccc(NC(=O)CSc2nc3cc4c(cc3cc2C)CCC4)cc1,8,u,4%,-20
COc1ccc(-n2c(O)c(/C=N/NS(=O)(=O)c3cc(C)ccc3C)c3ccccc3c2=O)cc1OC,x,x,1%,23
CC(C)c1ccc(Nc2nnc(SC3CCOC3=O)s2)cc1 (configuration not stated),x,x,-4%,141
CN(C)Cc1nsc(N(C)C)n1,x,-1%[11.4 µM],1%[11.4 µM],x
COc1cc(-c2nnc(SCC(=O)Nc3ccc4c(c3)OCCO4)o2)cc(OC)c1OC,5,x,5%,50
CC(=O)N=C1SC2CS(=O)(=O)CC2N1c1c(Cl)cccc1Cl (configuration not stated),2,-10%,1%,-17
COc1cc(Br)cc2cc(C(=O)N3CCN(c4ccccn4)CC3)c(=O)oc12,3,-6%,-3%,u
Cc1ccc(NC(=O)c2ccc(CNS(=O)(=O)c3cccc(C(F)(F)F)c3)cc2)cc1,-6,-3%,0%,5
COC(=O)CSc1ccc2c(N)c(C(=O)OC)sc2c1,-13,-22%,-5%,44
O=C(CSc1ncn[nH]1)Nc1ccnc2ccccc12,4,9%,0%,-21
CCC(C)NC(=O)COc1ccc(Br)c(C)c1 (configuration not stated),0,0%,-4%,12
COc1ccc(CC(=O)Nc2cc(=O)n(C)c(=O)n2C)cc1,1,-1%,5%,10
CCOc1ccc(/C=C(\C(=O)O)c2ccc(S(=O)(=O)N3CCOCC3)s2)cc1OC,x,x,-3%,-10
C=CCn1c(SCC(=O)NCc2cccs2)nnc1C1CCCCC1,13,-9%,0%,-7
COc1ccc(-c2n[nH]c3c2C(c2ccc(OC)c(OC)c2)N(c2ccccc2)C3=O)cc1 (configuration not stated),0,-16%,-2%,52
O=C(OC(c1ccc(NS(=O)(=O)c2ccccc2)cc1)(C(F)(F)F)C(F)(F)F)c1ccccc1,x,x,0%,-26
Cc1c(NC(=O)/C(C#N)=C/C2CC=CCC2)c(=O)n(-c2ccccc2)n1C (configuration not stated),4,-8%,-3%,0
NS(=O)(=O)c1ccc(NC(=S)NC2CCCC2)cc1,x,x,-2%,6
O=C(c1ccccc1)N1CC(COc2ccccc2)OC(c2ccco2)O1 (configuration not stated),6,u,2%,81
CCOC(=O)c1cnn(-c2ccccc2)c1-c1ccccc1,3,2%,-8%,0
Cc1cccc(C(=O)N[C@H](C(=O)OCC(=O)NC(=O)c2cccn2C)C(C)C)c1,1,x,-4%,-25
CC(NC(=O)C(Cc1ccccc1)N1C(=O)C2C3CCC(C3)C2C1=O)c1ccccc1 (configuration not stated),4,5%,-3%,80
COc1ccc(NC(=O)CN2C(=O)C(C)SC(C)C2=O)cc1 (configuration not stated),-10,x,-3%,-14
Cc1ccc(NC(=O)Cc2ccc(-n3cccc3)cc2)c(C)c1,x,x,5%,-16
Cc1cccc(NC(=O)CSc2nsc(SCC(=O)Nc3cccc(C)c3)c2C#N)c1,x,x,0%,0
Cc1noc(C)c1COC(=O)c1ccc2c(c1)S(=O)(=O)c1ccccc1C2=O,-2,-13%,-3%,u
Cc1ccc(/C=C/C(=O)Nc2ccc([N+](=O)[O-])c(NC(=O)/C=C/c3ccc(C)o3)c2)o1,-3,x,-12%,-23
CCOc1ccccc1C(=O)OCC(=O)Nc1ncc(C(F)(F)F)cc1Cl,-10,-4%,2%,24
COc1ccc(Oc2ccc(/C=C/C(=O)c3ccc(O)cc3)cc2[N+](=O)[O-])cc1,x,x,3%,-113*
CCSc1nnc(NC(=O)[C@@H](NC(=O)c2ccccc2)C(C)C)s1,x,x,-1%,17
CC(OC(=O)c1cc(S(=O)(=O)N(C)c2ccccc2)ccc1Cl)C(=O)Nc1ccc2c(c1)OCCO2 (configuration not stated),x,x,1%,u
O=C(COC(=O)c1cccs1)NC1CCCCC1,6,-5%,-1%,u
COc1ccc2nc(NC(=O)C3CCCN(S(=O)(=O)c4cccc5nsnc45)C3)sc2c1 (configuration not stated),9,9%,-2%,u
CCc1cc2c(SCC(=O)c3ccc(Cl)s3)ncnc2s1,1,6%,-4%,-11
COc1ccc(CCN=CC2=C(O)CCCC2=O)cc1OC,-4,-1%,-2%,u
Cc1ccc(-n2c(C)cc3c2CC(C)(C)CC3=O)cc1C,2,1%,-5%,-85*
Cc1ccc(CNC(=O)/C=C/c2ccc(S(=O)(=O)N3CCOCC3)cc2)cc1,x,x,-3%,u
COc1cccc(N2CCN(C(=O)c3[nH]c(C)c(C(C)=O)c3C)CC2)c1,u,-5%,-5%,u
COc1cccc(C(=O)Oc2ccc3c(C)cc(=O)oc3c2C(C)=O)c1,x,x,3%,-3
COc1ccc(/C=C/C(=O)Nc2ccc(-n3nncc3-c3ccc(OC)c(OC)c3)cc2)cc1OC,10,x,-1%,-13
CN1CCc2ccccc2Cc2[nH]c3ccccc3c2CC1,5,11%,-2%,x
CCONC(=O)Nc1ccccc1,5,x,0%,u
CCn1ncc(C2=NOC(C(=O)Nc3cccnc3)C2)c1C (configuration not stated),6,6%,-2%,22
COC(=O)c1ccccc1NC1CC(=O)N(c2c(C)cccc2C)C1=O (configuration not stated),-5,u,-4%,27
CCN(C(=O)CN1CCN(c2ccccc2OC)CC1)c1c(N)n(Cc2ccccc2)c(=O)[nH]c1=O,-3,2%,3%,-5
COc1ccc(/C=C/C(=O)c2c(O)cc(C)oc2=O)c(OC)c1,2,-17%,-18%,-12
Cc1ccc(NC(=O)c2cc3nc(C)cc(C)n3n2)cc1,-1,0%,10%,3
Cc1cc[n+](C2=C([O-])c3ccccc3C(=O)/C2=N\S(=O)(=O)c2cccs2)cc1C,x,x,1%,u
COc1ccc(CCCc2nnc(SCC(=O)Nc3cc(C)ccc3C)o2)cc1,4&1,0%,4%,5
O=C(c1ccccc1)C1C(=O)c2ccccc2C1=O,7,-5%,7%,-29
COc1cc(C2C(C(=O)c3ccc(C)o3)=C(O)C(=O)N2CCc2ccccc2)ccc1O (configuration not stated),-10,-19%,-26%,28
COCCN1C(=O)c2oc3c(C)cc(C)cc3c(=O)c2C1c1cccc(O)c1 (configuration not stated),3,14%,-6%,u
Clc1ccc(-c2nc(NCCN3CCOCC3)c3ccccc3n2)cc1,-2,25%,-14%,8
COC(=O)CN1C(=O)C2(C(C#N)=C(N)Oc3ccccc32)C2=C1CC(C)(C)CC2=O (configuration not stated),-1,-2%,0%,44
CC1CCN(C(=O)CSc2nnc(Cc3cccn3C)n2-c2ccc(F)cc2)CC1,1,-6%,-7%,-24
CCN(CCNC(=O)C1CCN(Cc2nc(-c3cccc(Cl)c3)oc2C)CC1)c1ccccc1,-3,50%[activator],-23%,-13
COc1ccc(-c2noc(-c3ccccc3C(=O)NCc3ccco3)n2)cc1OC,-3,0%,3%,u
COc1ccc(C(CC(=O)O)NC(=O)c2sc3ccccc3c2Cl)cc1 (configuration not stated),u,x,-6%,u
COC(=O)c1ccc(N(C(=O)CNC(=O)c2ccco2)C(C(=O)NC2CCCC2)c2ccco2)cc1 (configuration not stated),17,x,1%,-14

# Of the compounds above, 13 contain two or more sulfur atoms:
SMILES,IMPase inh,15-hLO-2 inh,ALOX12 inhib,PNC inhibitor
CC(C)Cn1c(O)c(/C=C2\C=NN=C2c2ccccc2)sc1=S,x,x,-2%,u
O=C(Nc1nncs1)c1cccc(S(=O)(=O)N2CCCC2)c1,0,1%,-7%,u
CC(C)c1ccc(Nc2nnc(SC3CCOC3=O)s2)cc1 (configuration not stated),x,x,-4%,141
CC(=O)N=C1SC2CS(=O)(=O)CC2N1c1c(Cl)cccc1Cl (configuration not stated),2,-10%,1%,-17
COC(=O)CSc1ccc2c(N)c(C(=O)OC)sc2c1,-13,-22%,-5%,44
CCOc1ccc(/C=C(\C(=O)O)c2ccc(S(=O)(=O)N3CCOCC3)s2)cc1OC,x,x,-3%,-10
C=CCn1c(SCC(=O)NCc2cccs2)nnc1C1CCCCC1,13,-9%,0%,-7
NS(=O)(=O)c1ccc(NC(=S)NC2CCCC2)cc1,x,x,-2%,6
Cc1cccc(NC(=O)CSc2nsc(SCC(=O)Nc3cccc(C)c3)c2C#N)c1,x,x,0%,0
CCSc1nnc(NC(=O)[C@@H](NC(=O)c2ccccc2)C(C)C)s1,x,x,-1%,17
COc1ccc2nc(NC(=O)C3CCCN(S(=O)(=O)c4cccc5nsnc45)C3)sc2c1 (configuration not stated),9,9%,-2%,u
CCc1cc2c(SCC(=O)c3ccc(Cl)s3)ncnc2s1,1,6%,-4%,-11
Cc1cc[n+](C2=C([O-])c3ccccc3C(=O)/C2=N\S(=O)(=O)c2cccs2)cc1C,x,x,1%,u

# Screening results from PubChem.
